# PhoP GFP inhibition = PhoP regulon inhibitors, Salmonella typhi PhoP promoter GFP reporter, confirmatory (AID 1850). Salmonella Typhi PhoP-promoter GFP reporter, fluorescence, 4 h; higher % means a stronger effect. actives 0.33% (n = 310,000). inhibition, % at 50 µM; hits with a dose series show IC50 in µM; in the data active means a potency from the dose series; inconclusive means inhibition mostly from about 25% at the one dose, without a potency; inactive means the rest, 99 in 100 with inhibition below about 19%;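 further: 0% = induced wells with vehicle and 100% = uninduced wells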
# tuberculosis growth = growth inhibition of non-replicating M. tuberculosis (AID 488890). Mycobacterium tuberculosis non-replicating, growth inhibition; higher % means a stronger effect. inhibition, % at 25 µM; hits with a dose series show IC50 in µM. actives 0.39% (n = 320,000); in the data active means a potency from the dose series; inconclusive means inhibition mostly from about 82% at the one dose, without a potency; inactive means the rest, 99 in 100 with inhibition below about 76%;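 further: plate controls were DMSO cells for no effect and high antibiotic wells for full effect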
# H1N1 NS1A inhibition = H1N1 influenza NS1A inhibitors, functional cell based assay (AID 504329); one-dose inhibition, % at 12.5 µM; IC50 in µM for titrated hits; actives 0.3% (n = 340,000); NS1A functional cell-based assay, percent inhibition; higher % means a stronger effect; in the data active means a potency from the dose series; inconclusive means inhibition above about 27% without an active follow-up result; further: strong numbers were not always called active
# M. tuberculosis HTS = M. tuberculosis growth inhibition, HTS (AID 449762); M. tuberculosis H37Rv growth inhibition, 7H9 media; higher % means a stronger effect; one-dose inhibition, % at 25 µM; IC50 in µM for titrated hits; actives 0.59% (n = 330,000); in the data active means a potency from the dose series; inconclusive means inhibition above about 70% without an active follow-up result;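 further: bacterial growth assessed after seven days of incubation; strong numbers were not always called active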
# VEEV TC-83 Vero = inhibitors of VEEV TC-83 cytopathic effect, confirmation, Vero cells (AID 588727); Vero cells, VEEV TC-83 cytopathic effect inhibition; higher % means a stronger effect; one-dose inhibition, % at 20 µM; IC50 in µM for titrated hits; actives 0.13% (n = 350,000); in the data active means a potency from the dose series; inconclusive means inhibition mostly from about 14% at the one dose, without a potency; inactive means the rest, 99 in 100 with inhibition below about 12%; further: strong numbers were not always called active
# VEEV TC-83 Vero 10K pilot screen = second read-out of VEEV TC-83 Vero, no call of its own (marks repeat the call); inhibition, %; measured here: 10K pilot screen inhibition
# * = called active by the depositor; i = inactive; u = inconclusive; x = no result given. Hits appear at their usual frequency (roughly 1.4% active in at least one column).
SMILES,PhoP GFP inhibition,tuberculosis growth,H1N1 NS1A inhibition,M. tuberculosis HTS,VEEV TC-83 Vero,others
O=c1[nH]c(CSc2nnc(Nc3ccccc3)s2)nc2ccccc12,3.8%,-17.6%,-4.9%,4.8%,i,
Cc1nc2c3ccccc3[nH]c(=O)n2n1,-2.2%,-0.3%,-8.4%,-6.6%,i,
COc1ccccc1C1=CC(=O)C[C@H](c2ccc(Cl)cc2)C1,x,5.5%,2.6%,9.7%,i,
CN(C(=O)CSc1nc(-c2ccccc2)cs1)C1CCS(=O)(=O)C1 (stereo not drawn),-2.9%,-1.3%,-11.2%,0.6%,2.1%,
c1ccc(Cc2nnc3sc(-c4ccc5c(c4)OCO5)nn23)cc1,15.2%,-11.0%,1.5%,-3.1%,0.3%,
CCC(C)c1ccccc1NC(=O)COC(=O)C1=COCCO1 (stereo not drawn),8.1%,-7.4%,-15.0%,u,1.3%,
CCc1cc2c(-c3ccccc3)cc(=O)oc2cc1OC(=O)c1cccs1,-2.3%,34.0%,-17.2%,4.8%,2.9%,
CC1(C)OC(C)(C)/C(=C\c2ccccc2[N+](=O)[O-])C1=O,-6.8%,2.8%,17.1%,3.2%,6.8%,
Cc1cc(Cl)ccc1OCCCC(=O)N1CCN(S(=O)(=O)c2ccccc2)CC1,-2.5%,14.3%,-7.0%,13.5%,8.5%,
Cc1cc(C)c2cccc(NC(=S)NC(=O)c3ccccc3)c2n1,7.9%,u,25.3%,u,5.0%,
COc1ccc(-c2ccc(-c3cc(=O)oc4cc(OC)c(OC)c(OC)c34)cc2)cc1OC,x,x,-2.5%,x,4.4%,
CCC(CC)NC(=O)c1nn(Cc2ccccc2)c(=O)c2ccccc12,8.0%,8.7%,-5.4%,5.6%,3.2%,
CCC(c1nc2ccccc2c(=O)n1-c1cccnc1)N1C(=O)c2ccccc2C1=O (stereo not drawn),-7.3%,7.9%,3.0%,2.0%,0.6%,
CSCCC(NC(=O)c1ccccc1)C(=O)NCCCSc1ccccc1 (stereo not drawn),x,20.9%,-1.1%,5.6%,3.4%,
CC1(C)CC(=O)c2cnc(NCc3ccco3)nc2C1,10.8%,10.1%,-2.6%,-1.6%,3.8%,
Cn1c(=O)[nH]c(=O)c2c1nc(Br)n2CCOc1ccccc1,-6.4%,3.9%,4.4%,2.2%,2.5%,
CCOC(=O)N1CCC(NC(=O)c2cc(-c3ccc(OC)cc3)nc3ccccc23)CC1,1.1%,10.2%,-9.3%,u,12.6%,
CC(CC(=O)Nc1cc(S(=O)(=O)N2CCOCC2)ccc1OCC(F)(F)F)c1ccccc1 (stereo not drawn),x,2.9%,-2.1%,3.9%,3.5%,
O=C(COc1ccccc1)NCCSCc1ccco1,0.9%,42.4%,-6.4%,-2.2%,0.0%,
Cc1cc(O)cc2c1O[C@@](C)(CCC[C@@H](C)CCC[C@@H](C)CCCC(C)C)CC2,-13.0%,-6.8%,-3.5%,13.7%,0.4%,
COc1ccc(OC)c(C2=CC(=O)C[C@H](c3ccc4c(c3)OCO4)C2)c1,x,16.4%,4.2%,15.8%,2.9%,
O=C(COC(=O)C12CC3CC(CC(C3)C1)C2)Nc1ccc(OC(F)F)cc1,-9.2%,27.8%,2.5%,-37.9%,2.0%,
CSC(=S)N/N=C/c1ccc(N(C)C)cc1,-6.5%,-31.4%,-2.1%,3.0%,i,
COc1ccc(N2CCN(C(=O)CSc3nnnn3C3CC3)CC2)cc1,x,11.5%,-7.0%,-5.7%,i,
Cc1ccc2sc(N3CCN(CCNC(=O)c4ccco4)CC3)nc2c1C,-1.6%,65.3%,-6.0%,38.6%,4.1%,

# Fetched by structure from the list above, 2 records:
SMILES,PhoP GFP inhibition,tuberculosis growth,H1N1 NS1A inhibition,M. tuberculosis HTS,VEEV TC-83 Vero,others
Cc1cc(Cl)ccc1OCCCC(=O)N1CCN(S(=O)(=O)c2ccccc2)CC1,-2.5%,14.3%,-7.0%,13.5%,8.5%,
CN(C(=O)CSc1nc(-c2ccccc2)cs1)C1CCS(=O)(=O)C1 (stereo not drawn),-2.9%,-1.3%,-11.2%,0.6%,2.1%,

# The listing picks up, repeating the 7 entries before the break.
SMILES,PhoP GFP inhibition,tuberculosis growth,H1N1 NS1A inhibition,M. tuberculosis HTS,VEEV TC-83 Vero,others
O=C(COc1ccccc1)NCCSCc1ccco1,0.9%,42.4%,-6.4%,-2.2%,0.0%,
Cc1cc(O)cc2c1O[C@@](C)(CCC[C@@H](C)CCC[C@@H](C)CCCC(C)C)CC2,-13.0%,-6.8%,-3.5%,13.7%,0.4%,
COc1ccc(OC)c(C2=CC(=O)C[C@H](c3ccc4c(c3)OCO4)C2)c1,x,16.4%,4.2%,15.8%,2.9%,
O=C(COC(=O)C12CC3CC(CC(C3)C1)C2)Nc1ccc(OC(F)F)cc1,-9.2%,27.8%,2.5%,-37.9%,2.0%,
CSC(=S)N/N=C/c1ccc(N(C)C)cc1,-6.5%,-31.4%,-2.1%,3.0%,i,
COc1ccc(N2CCN(C(=O)CSc3nnnn3C3CC3)CC2)cc1,x,11.5%,-7.0%,-5.7%,i,
Cc1ccc2sc(N3CCN(CCNC(=O)c4ccco4)CC3)nc2c1C,-1.6%,65.3%,-6.0%,38.6%,4.1%,
O=C(CNC(=S)N(CCCN1CCOCC1)Cc1cccs1)NCc1ccccc1Cl,3.2%,11.7%,12.3%,7.0%,3.1%,
Cc1cc(NC(=O)c2ccc(C#N)cc2)on1,-11.4%,-3.1%,3.2%,-0.9%,0.5%,
Cc1cc(C)c2[nH]c(O)c(N=NC(=S)NCC3CCCO3)c2c1 (stereo not drawn),-8.4%,-8.6%,-9.1%,-7.1%,4.6%,
CCOC(=O)CNc1nc(Cl)nc(Nc2ccccc2)n1,6.8%,-5.0%,5.8%,2.5%,0.3%,
COC(=O)c1cc(NC(=O)CN(c2ccccc2OC)S(=O)(=O)c2ccccc2)ccc1Cl,-10.0%,31.9%,-3.0%,1.3%,4.5%,
Cc1ccc(-n2ncc3c(SCc4cccnc4)ncnc32)c(C)c1,x,x,0.1%,x,21.8µM*,
CCn1c(CNC(=O)c2ccc3c(c2)OCO3)nnc1SCC(=O)Nc1cc(C)ccc1OC,-16.4%,34.0%,3.4%,-2.3%,8.9%,
C=CCNC(=S)NNC(=O)c1ccc(OCCCC)cc1,2.3%,u,-7.8%,-2.4%,1.7%,
CC(=O)Nc1ccc(S(=O)(=O)NC(C(=O)O)C2=CCC=CC2)cc1 (stereo not drawn),-11.8%,-5.1%,-12.2%,3.1%,i,
OC1(c2ccc(Cl)c(Cl)c2)C[n+]2ccccc2N1Cc1ccccc1 (stereo not drawn),15.6%,72.6%,10.4%,3.0%,2.8%,
CCOC(=O)COc1ccc(S(=O)(=O)N2CCN(c3ccc(F)cc3)CC2)cc1,0.3%,77.8%,2.7%,47.2%,1.9%,
COC(=O)CN(c1ccc(OCc2ccccc2)cc1)S(C)(=O)=O,-6.8%,15.8%,0.3%,4.9%,1.5%,
CCC(C(=O)OCC(=O)Nc1cc(Cl)cc(Cl)c1)c1ccccc1 (stereo not drawn),-0.1%,74.6%,-12.8%,6.7%,2.0%,
CC1=NN(c2ccccc2)C(=O)C1/C=C1\NC(=S)NC1=O (stereo not drawn),10.8%,-3.9%,-5.4%,1.5%,1.4%,
Cc1nc2ccccc2c(=O)n1/N=C/c1c(O)ccc2oc3c(c12)CCCC3,-3.3%,36.5%,2.7%,36.0%,0.2%,
CCCCS(=O)(=O)/C=C\C1C2C=CC(C2)C1S(=O)(=O)CCCC (stereo not drawn),-18.6%,-4.0%,-24.3%,0.6%,i,
CCN(CCNC(=O)C1CCN(Cc2nc(-c3ccc(Cl)cc3)oc2C)CC1)c1ccccc1,6.0%,69.4%,19.6%,u,i,
COC(=O)c1cc(S(=O)(=O)NCCc2ccccc2)c[nH]1,11.1%,-5.4%,-0.6%,0.5%,1.7%,
CC1(C)NC(=O)N(CCOc2cccc(Oc3ccccc3)c2)C1=O,-6.0%,-21.9%,4.7%,-10.5%,i,
Cn1ncc(N=Cc2c(O)ccc3ccccc23)c1C(=O)Nc1cccc(Cl)c1,-12.7%,-11.4%,-2.5%,8.3%,7.2%,
Cc1ccc(-c2cn3cc([N+](=O)[O-])ccc3n2)cc1,0.8%,52.9%,29.9%,11.2%,i,
COc1ccc(-c2csc(NC(=O)[C@H](C)N3C(=O)C4CC=CCC4C3=O)n2)cc1OC (stereo partly drawn),x,53.2%,-8.6%,5.2%,9.0%,
O=S(=O)(c1ccccc1)N1CCN(Cc2ccccc2)CC1,3.6%,-0.2%,-3.4%,6.0%,i,
O=C(Nc1cccc(F)c1)C1CCCN(S(=O)(=O)c2ccc(-n3cnnn3)cc2)C1 (stereo not drawn),10.2%,2.4%,7.6%,-2.8%,i,
N=C1/C(=C\c2ccc(SCc3ccco3)o2)C(=O)N=C2SC=NN12,-3.5%,59.9%,17.0%,2.9%,6.9%,
SMILES,PhoP GFP inhibition,tuberculosis growth,H1N1 NS1A inhibition,M. tuberculosis HTS,VEEV TC-83 Vero,others
Cc1nn(-c2ccccc2)c(Cl)c1/C=N/Nc1ccc(Cl)c(C(=O)O)c1,-8.1%,-17.9%,19.0%,3.3%,1.3%,
COc1ccc(C(O)C(C)NC(C)C(O)c2ccc(OC)cc2)cc1 (stereo not drawn),0.0%,-5.1%,x,-0.8%,i,
NC(=O)C1=C[C@@H](c2ccc3c(c2)OCO3)C[C@@H](OCCCCO)O1,-10.6%,19.3%,1.4%,2.3%,0.8%,
CN(Cc1ccccc1)S(=O)(=O)c1ccc(NS(C)(=O)=O)cc1,-10.0%,6.8%,-0.1%,-4.0%,2.8%,
O=c1[nH]c(C2CCCN(S(=O)(=O)c3ccccc3)C2)nc2c1nnn2Cc1ccccc1 (stereo not drawn),-3.9%,29.1%,4.2%,2.1%,8.3%,
Cc1ccc(CNS(=O)(=O)c2ccc(CN3C(=O)c4cccnc4C3=O)s2)o1,8.8%,8.6%,0.5%,14.2%,2.6%,
CN(C)S(=O)(=O)c1ccc(NC(=O)CN2CCC(Cc3ccccc3)CC2)cc1,-51.5%,41.1%,3.9%,10.5%,1.4%,
CCOC(=O)c1c(C)[nH]c(C)c1S(=O)(=O)N(C)CC(=O)NCc1cccc(Br)c1,-30.2%,8.2%,-2.8%,-3.9%,1.1%,
CC(C)N(CC#CC(O)(c1ccccc1)c1ccccc1)C(C)C,7.5%,14.0%,-20.4%,2.7%,0.8%,
COCCCn1c(SCc2cccc(C(F)(F)F)c2)nc2cc(OC)c(OC)cc2c1=N,-3.9%,20.9%,24.0%,-13.2%,i,
O=C(c1ccc(N2CCOCC2)c([N+](=O)[O-])c1)N1CCN(c2ccccc2F)CC1,x,14.7%,4.7%,-2.8%,0.7%,
COc1cccc(C2=CC(=O)C[C@H](c3ccc(OC)c(OC)c3)C2)c1,x,3.0%,-3.0%,35.3%,1.6%,
COC(=O)N/N=C(\C)c1ccco1,1.9%,-8.6%,x,4.3%,i,
CCc1ccc(NC(=O)C(=O)NCc2ccccn2)cc1,6.3%,17.9%,3.9%,0.6%,0.4%,
NC(=O)C(Cc1ccccc1)N1C(=O)c2ccccc2C1=O (stereo not drawn),2.0%,-2.3%,8.2%,0.2%,0.8%,
CNc1nc(C)c(C#N)c(-c2ccccc2)c1C(C)=O,0.6%,7.3%,-0.3%,-4.0%,0.8%,
Cc1ccc(CN2CCN(Cc3ccc4ncccc4c3)CC2CCO)cc1 (stereo not drawn),5.2%,5.3%,-1.6%,-8.7%,0.5%,
Cc1cc(C(F)F)nn1CC(=O)NC1C(=O)N2C(C(=O)O)=C(CSc3nnnn3C)CSC12 (stereo not drawn),-41.2%,-17.6%,-8.0%,-2.8%,0.8%,
C[C@]12C=CC(=O)C=C1CC[C@@H]1[C@@H]2CC[C@]2(C)C(=O)CC[C@@H]12,x,x,5.5%,x,1.1%,
CC(Cl)(Cl)/C(=N/P(=S)(N1CCOCC1)N1CCOCC1)N1CCOCC1,-15.2%,7.9%,-5.9%,-4.4%,i,
O=c1[nH]c(SCc2nc3ccccc3c(=O)n2-c2ccccc2C(F)(F)F)nc2ccccc12,1.1%,50.8%,10.8%,u,7.1%,VEEV TC-83 Vero 10K pilot screen=11.0
O=S(=O)(Nc1ccc(C(F)(F)F)cc1)c1cnc[nH]1,-1.3%,-14.7%,6.1%,-0.3%,0.1%,
COc1ccc(CCNC(=O)C2CCCN(S(C)(=O)=O)C2)cc1 (stereo not drawn),2.4%,-4.2%,-6.5%,12.8%,i,
Cc1ccc(S(=O)(=O)N2CCCCC2)cc1C(=O)NCCc1ccccc1,-1.6%,2.3%,8.8%,-12.4%,0.4%,
O=C(NCc1cccs1)c1cc(-c2ccccc2)nc2ccccc12,-7.9%,-3.4%,-6.9%,35.4%,8.0%,
